proCasp3 act = activators of human procaspase-3 | 0.11% of 330,000 active | recombinant procaspase-3 D3A, Ac-DEVD-pNA absorbance 405 nm | AID 463141 | activation, % at 8.5 µM;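 active = activation above the mean of all tested compounds plus 3 SD, cut at about 21% in these data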;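 also: 0% = DMSO alone and 100% = DMSO wells spiked with extra 5 µM PC-3 D3A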
Target sequence (P42574 whole entry D9A/D28A/D175A): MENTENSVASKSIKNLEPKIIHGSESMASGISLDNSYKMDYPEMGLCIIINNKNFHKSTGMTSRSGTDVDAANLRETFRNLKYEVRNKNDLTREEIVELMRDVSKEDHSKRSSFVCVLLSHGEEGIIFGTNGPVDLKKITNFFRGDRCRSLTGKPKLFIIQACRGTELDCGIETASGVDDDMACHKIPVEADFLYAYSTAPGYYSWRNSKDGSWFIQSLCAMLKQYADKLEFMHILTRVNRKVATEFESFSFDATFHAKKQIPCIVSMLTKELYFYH
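Technique: 405 nm absorbance of p-nitroaniline, reads at 0 and 120 min; Test system: Procaspase-3 D3A mutant; Incubation: 1 h enzyme-compound preincubation, then 2 h substrate reaction, 25 °C; Repeats: singlicate, each compound tested once; Benchmarks: low control DMSO wells, high control DMSO plus 5 µM PC-3 D3A.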
GASC-1 inh = inhibitors of human GASC-1 (JMJD2C) demethylase; Q9H3R0; GST-JMJD2C(1-420) H3K9me3 demethylation, DELFIA europium; inhibition, % at 2.35 µM; 0.069% of 330,000 active;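 active = more than half of a compound's replicate wells show inhibition beyond 50%, single wells judged on their own value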;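 also: signal counts dimethyl H3K9 product captured on neutravidin plate; 0% = median of DMSO wells and 100% = 0.3 times that DMSO median; strong numbers were not always called active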
core dimer inh = blocks dimerization of HCV core protein; TR-FRET GST/Flag-core106 dimerization, 1536-well; inhibition, % at 5 µM; 0.33% of 300,000 active; AID 1899;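 active = inhibition above the mean of all tested compounds plus 3 SD, set per screening campaign, cut at about 45% in these data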
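Assay system: Tagged HCV core106 pair (GST and Flag) | Buffer or medium: KF-containing HEPES buffer, pH 7.45, DTT, CHAPS, BSA | Also added: Eu donor and XL665 acceptor anti-tag antibodies | Dosing: One concentration, 5 µM, in 0.5% DMSO | Timing: 4 h at 22.5 °C | Technique: TR-FRET 671 and 617 nm emission | Repeats: Singlicate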
PP1 counter = PP1-alpha (human) inhibition in PP5 counter-screen; P62136; purified PP1alpha, OMFP fluorescence; inhibition, % at 6.7 µM; 0.9% of 320,000 active;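 active = inhibition above the mean inhibition of all tested compounds plus 3 SD, computed separately for each screening campaign, cut at about 15% in these data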
CTSL1 counter = blocks F. hepatica cathepsin L1 in PFM18AAP counter-screen; recombinant F. hepatica cathepsin L1, Z-Leu-Arg-MCA fluorescence; inhibition, % at 5.96 µM; 0.49% of 300,000 active;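 active = inhibition above the mean of all tested compounds plus 3 SD, set per screening campaign, cut at about 17% in these data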;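 also: 0% = plate median of test compound wells and 100% = 1 µM Z-Phe-Ala-diazomethylketone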
GRK2 aptamer HTS = human GRK2 inhibition via aptamer displacement; P25098; bead flow cytometry, FAM-aptamer displacement from GRK2; inhibition of aptamer binding, % at 10 µM; 0.59% of 330,000 active; AID 488847;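 active = inhibition of aptamer binding above 40%, roughly 3 SD of noise, on plates passing a quality check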;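 also: median bead fluorescence of bound FAM aptamer so fluorescent compounds give negative values; no value below 0 was filed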
PP5 inh = blocks human protein phosphatase 5 activity | P53041 | purified PP5c, OMFP substrate fluorescence | inhibition, % at 6.7 µM | 0.18% of 320,000 active | AID 1987;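 active = inhibition above the campaign's mean inhibition across all tested compounds plus 3 SD, cut at about 9.5% in these data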;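 also: 0% = DMSO only and 100% = 100 µM cantharidin control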
Target sequence (P53041 whole entry, looked up): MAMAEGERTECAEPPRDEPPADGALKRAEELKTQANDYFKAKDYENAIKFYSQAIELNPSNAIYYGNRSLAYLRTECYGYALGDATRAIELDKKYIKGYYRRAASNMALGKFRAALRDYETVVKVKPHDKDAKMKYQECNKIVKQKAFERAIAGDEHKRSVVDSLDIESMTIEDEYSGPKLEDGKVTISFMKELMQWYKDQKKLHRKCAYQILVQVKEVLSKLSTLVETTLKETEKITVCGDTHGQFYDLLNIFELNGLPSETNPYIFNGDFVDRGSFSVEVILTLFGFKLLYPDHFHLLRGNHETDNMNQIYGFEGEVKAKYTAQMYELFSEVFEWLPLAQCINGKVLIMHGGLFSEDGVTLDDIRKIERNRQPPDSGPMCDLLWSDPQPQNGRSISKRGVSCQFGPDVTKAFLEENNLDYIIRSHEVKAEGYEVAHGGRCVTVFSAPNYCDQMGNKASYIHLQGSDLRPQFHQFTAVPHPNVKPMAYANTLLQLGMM
VLA-4 inh = inhibition in a human VLA-4 binding assay; inhibition, % (about 7 µM as worked out from the volumes in the protocol); P13612; VLA-4 expressing cells, ligand binding flow cytometry; 0.2% of 330,000 active; in the data active = inhibition above about 50%
procasp7 counter = activates human procaspase-7, counter-screen for procaspase-3 activators | P55210 | recombinant procaspase-7, Ac-DEVD-pNA absorbance 405 nm; D23A/D198A/D206A triple mutant, cannot self-cleave; scale: DMSO 0, 5 µM enzyme 100 | activation, % at 8.5 µM | 0.093% of 330,000 active | AID 463210;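 active = percent activation above the screen-wide mean plus 3 SD, cut at about 25% in these data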
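Assay system: Uncleavable procaspase-7 mutant enzyme | Input: 2 µM procaspase-7 mutant as dispensed | Timing: 1 h compound preincubation, 2 h substrate cleavage, 25 °C | Repeats: One well per compound | Control set: DMSO wells as 0%, DMSO with 5 µM added PC-7 as 100% | Technique: Epi-absorbance of released pNA at 405 nm, two timepoints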
* = called active by the depositor; / = no result given.

The line under a structure holds: proCasp3 act	GASC-1 inh	core dimer inh	PP1 counter	CTSL1 counter	GRK2 aptamer HTS	PP5 inh	VLA-4 inh	procasp7 counter
- C=CC[C@@H](CC(=O)N[C@@H](CO)Cc1ccccc1)C(=O)N[C@@H](COC(=O)[C@@H](CC=C)Cc1ccc(F)cc1)Cc1ccccc1
 : 6	/	/	/	/	1	/	0	6
- COCCCN(C(=O)CSCc1ccc(C)cc1)c1c(N)n(Cc2ccccc2)c(=O)[nH]c1=O
 : -7	19	-1	5	5	0	2.9	0	-9
- O=C(OCC(=O)N1CCc2ccccc2C1)c1c(F)cccc1Cl
 : 1	3	/	/	/	1	/	-4	-3
- COc1cc(NS(=O)(=O)c2cccc3nsnc23)cc(OC)c1
 : -5	4	0	-1	-4	0	0.7	2	5
- CCOc1ccc(S(=O)(=O)N2CCN(c3ncccn3)CC2)cc1
 : 4	-3	-6	-1	-5	5	0.8	11	4
- CC(=O)c1ccc(NC(=O)COC(=O)CCC(=O)c2cccs2)cc1
 : -4	1	0	2	-65	0	1.4	46	3
- Cc1cccc(Nc2nnc(SCC(=O)NCc3cccs3)s2)c1C
 : 3	2	-6	3	-2	5	2.1	18	2
- CCOc1ccccc1OCCCC(=O)N(CC)CC(=O)Nc1c(F)cccc1F
 : 5	-4	-3	-2	-6	1	0.4	1	9
- Cc1cccc(C(=O)NCC(=O)OCc2nc(N)nc(Nc3ccccc3C)n2)c1
 : -1	-8	/	/	/	0	/	-2	2
- O=C(Cn1cnc2ccccc2c1=O)Nc1nnc(SCc2ccccc2)s1
 : 6	-7	3	6	2	3	4.0	-15	-3
- COc1ccc(CN2CCN(CCC(C)C)C(CCO)C2)cc1Cn1cccn1 (configuration not stated)
 : 0	-3	6	-3	4	0	-2.6	8	12
- O=C(NCC(=O)N(Cc1ccco1)C(C(=O)NC1CCCC1)c1ccncc1)c1cccs1 (configuration not stated)
 : -6	4	-4	0	-4	1	0.3	7	-4
- O=C(Nc1ccon1)Nc1ccc(Cl)cc1Cl
 : -1	1	-7	-1	3	1	2.5	0	-1
- CCc1ccccc1-n1c(SCC(=O)NC)nnc1-c1cccnc1
 : 4	68	-3	-1	0	2	-2.0	12	-9
- COc1ccc(NC(=O)COC(=O)[C@@H]2CCCN2C(=O)c2cccs2)cc1
 : -4	-2	0	1	-10	5	-0.3	-11	5
- COc1ccc(Cc2nnc(NC(=O)c3ccc(OC)c(OC)c3)s2)cc1
 : 0	2	1	-3	4	0	-1.6	9	-3
- O=C(Cn1nnc2ccccc2c1=O)Nc1cccc(S(=O)(=O)N2CCOCC2)c1
 : 0	-1	7	-1	-3	0	-0.2	17	7
- CCOC(=O)C1CCN(c2c(NC3CCCc4ccccc43)c(=O)c2=O)CC1 (configuration not stated)
 : 0	-4	15	1	1	3	-1.8	13	2
- CCc1cc(=O)oc2cc(C)cc(OCC(=O)NCCCn3ccnc3)c12
 : 3	8	4	-2	1	0	-1.6	-1	7
- COCCNC(=O)c1c[nH]c2ccc(S(=O)(=O)N3CCc4ccccc43)cc2c1=O
 : 3	1	1	3	4	0	-1.3	14	7

No new results follow: an excerpt of the list.
The line under a structure holds: proCasp3 act	GASC-1 inh	core dimer inh	PP1 counter	CTSL1 counter	GRK2 aptamer HTS	PP5 inh	VLA-4 inh	procasp7 counter
- CCOC(=O)C1CCN(c2c(NC3CCCc4ccccc43)c(=O)c2=O)CC1 (configuration not stated)
 : 0	-4	15	1	1	3	-1.8	13	2
- CCc1cc(=O)oc2cc(C)cc(OCC(=O)NCCCn3ccnc3)c12
 : 3	8	4	-2	1	0	-1.6	-1	7
- COCCNC(=O)c1c[nH]c2ccc(S(=O)(=O)N3CCc4ccccc43)cc2c1=O
 : 3	1	1	3	4	0	-1.3	14	7

Carrying on:
The line under a structure holds: proCasp3 act	GASC-1 inh	core dimer inh	PP1 counter	CTSL1 counter	GRK2 aptamer HTS	PP5 inh	VLA-4 inh	procasp7 counter
- CCC(C)n1c(SCC(=O)NC(=O)Nc2ccc3c(c2)OCCO3)nc2ccccc2c1=O (configuration not stated)
 : 4	-8	9	-1	5	0	2.8	9	9
- CC1CC(C#N)N(N(C)C)C1=C(C#N)C#N (configuration not stated)
 : 5	28	-2	-3	-5	0	1.3	29	5
- COCCCNCCCCSc1ccc(Cl)cc1
 : 4	-11	-16	1	2	0	1.4	-3	4
- O=c1cc(-c2ccc(O)cc2)oc2c(C3O[C@H](CO)[C@@H](O)[C@H](O)[C@H]3O)c(O)cc(O)c12 (some centres not stated)
 : 8	/	13	-2	8	0	-0.9	37	-5
- N/C(Cc1ccccc1)=N\OC(=O)c1cccc2ccccc12
 : 6	3	-2	0	1	2	3.8	11	-7
- O=C1N[C@H](Cc2ccccc2)COC(=O)[C@@H](Cc2ccc(F)cc2)CC/C=C/C[C@H]1CC(=O)N(CCO)Cc1ccccc1
 : 9	-3	/	/	/	1	/	0	15
- Cc1ccc(C)c(CSC2=NCCN2S(=O)(=O)c2ccccc2)c1
 : 7	-21	11	-3	4	0	3.7	13	2
- COc1ccc(S(=O)(=O)NCC2CCCN(Cc3cn(C)nc3C)C2)cc1 (configuration not stated)
 : -4	-2	-2	-3	1	0	-0.5	12	-1
- C=CCN=C1S/C(=C/c2cccc([N+](=O)[O-])c2)C(=O)N1CC=C
 : -6	3	-1	-1	-3	2	2.2	-1	4
- CSc1nc(N(C)C)c2ccccc2n1
 : -6	-10	2	-3	-13	3	0.6	-2	4
- COc1ccc(Nc2nc(N3CCN(C)CC3)nc3ccccc23)c(OC)c1
 : 1	-13	-1	4	6	1	-0.1	9	3
- COC(=O)[C@H](Cc1ccccc1)NC(=O)NCc1cccs1
 : 3	1	-2	1	-4	0	-1.6	7	0
- NC(=O)[C@H](Cc1cc2ccccc2s1)NC(=O)[C@@H]1CC2(CC(c3cccc(NC(=O)[C@@H]4CCC(=O)N4)c3)=NO2)CN1C(=O)/C=C/c1c(F)cccc1Cl (some centres not stated)
 : 6	-2	-1	30*	2	0	5.3	22	3
- Cc1ccccc1NC(=O)Nc1ccc2c(c1)CCC2
 : 1	-13	5	2	-3	23	0.2	9	1
- Cc1oc(-c2ccccc2F)nc1CSCC(=O)NC1CCC(C)CC1 (configuration not stated)
 : 5	3	3	-1	0	3	2.3	14	0
- CCN1C(=O)[C@@H]2[C@@H](c3ccc(-c4ccc(F)cc4)c(OC)c3)N3CCC[C@@]3(C(=O)OC)[C@@H]2C1=O
 : 3	/	/	/	/	0	/	-4	2
- COc1cc(/C=N/Nc2ccc(S(N)(=O)=O)cc2)cc(OC)c1OC
 : 2	-10	-2	-3	-1	1	1.2	15	5
- CC1=C(C(=O)Nc2cccc(C(=O)NC(C)c3ccccc3)c2)SCCO1 (configuration not stated)
 : -8	-12	0	-2	1	1	2.8	-10	-5
- CC1(C)CC(=O)C=C(N2CCCC2)C1
 : 7	8	-7	0	-5	2	1.0	3	-1
- COC(=O)c1c(C)nc2ccccc2c1-c1ccccc1
 : 4	-2	8	0	-1	3	1.7	-22	0

(cont.)
The line under a structure holds: proCasp3 act	GASC-1 inh	core dimer inh	PP1 counter	CTSL1 counter	GRK2 aptamer HTS	PP5 inh	VLA-4 inh	procasp7 counter
- CCOc1ccccc1NC1c2ccccc2C(=O)N1c1cccnc1 (configuration not stated)
 : 0	2	-1	0	1	0	0.4	-2	17
- COC(=O)c1ccc(/C=C/C(=O)O)cc1
 : 5	4	-2	0	-2	2	-0.9	-1	-2
- O=C(Nc1ccccc1)c1cccc(S(=O)(=O)Nc2ccccn2)c1
 : 5	-2	-2	1	1	1	1.4	-8	0
- COc1ccc(OCc2nc3ccc(S(=O)(=O)Nc4ccccc4Cl)cc3[nH]2)cc1
 : 6	12	21	4	-3	2	3.1	25	7
- COc1cc(N)c(Cc2nccc3cc(OC)c(OC)cc23)cc1OC
 : 2	-4	-2	0	0	4	3.1	5	-6
- Cc1cccc(NS(=O)(=O)c2ccc(OCC(=O)N3CCCC3)cc2)c1
 : -1	6	10	-3	-1	0	-0.4	-4	-16
- CC(=O)N1c2ccc([N+](=O)[O-])cc2NC(=O)CC1C (configuration not stated)
 : -2	-34	-12	-1	2	0	1.3	4	-1
- O=C(NC1CCS(=O)(=O)C1)c1ccc(S(=O)(=O)N2CCCC2)cc1 (configuration not stated)
 : -3	-2	-1	0	-1	1	1.4	0	9
- O=C(Nn1c(-c2ccncc2)nc2ccccc2c1=O)c1ccc([N+](=O)[O-])cc1Cl
 : 1	56	4	-3	0	2	1.7	9	3
- CN1CCN(C(=O)C2=C[C@@H](C3CC3)C[C@@H](OCc3ccc(CO)cc3)O2)CC1
 : 5	-14	-9	-2	-2	4	2.0	-5	-10
- CCCN(CC1CC1)C(=S)NC(=O)c1ccc(S(=O)(=O)N2CCOCC2)cc1
 : -3	2	3	0	1	0	-0.2	-9	-8
- O=C(NCC1CC1)c1onc(CSc2ccncc2)c1C(=O)NCC1CC1
 : 4	-4	11	-3	-1	0	0.8	28	8
- Cc1ccc(NC(=O)c2ccccc2NS(=O)(=O)c2ccc(Cl)s2)cc1
 : 2	12	12	2	1	0	4.3	17	-5
- COc1ccc2ccccc2c1C1CC(=O)N2CN(Cc3ccco3)CSC2=C1C#N (configuration not stated)
 : -26	8	-7	8	0	0	2.5	-11	-26
- CCOc1ccc(CN2CCN(C(=O)c3cccc(F)c3)CC2)cc1
 : -3	23	0	-1	-2	0	4.2	-232	-5
- CCc1nn(CCCC(=O)N2CCN(c3cccc(C)c3C)CC2)c(=O)c2cc3occc3n12
 : -1	5	14	1	-2	0	-0.7	10	1
- Cc1oc(-c2cccc(C(F)(F)F)c2)nc1CN1CCN(c2ccccn2)CC1
 : -3	-6	3	-3	1	2	3.6	20	5
